# Screening results deposited in PubChem by National Center for Advancing Translational Sciences (NCATS).
# Pol kappa inh = inhibitors of human DNA polymerase kappa. Q9UBT6. purified Pol kappa, fluorescent DNA synthesis assay, 10 min. Potency, µM (top dose mostly 107 µM), for inactives: at the highest dose activity, negative = inhibition, usual class: inhibitors. actives 0.53% (n = 400,000). AID 588579; also: potency is read from the fitted curve at half-maximal effect; % is scaled to controls: 0 for no effect and ±100 for the full control effect
#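 Enzyme at 10 nM met test compounds for 15 min at room temperature. Substrate addition (50 nM final) began the reaction, which was monitored by fluorescence at 0 and 10 min.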
# POLI inh = blocks human DNA polymerase iota activity; Q9UNA4; Pol iota fluorescent replication assay, 10 min; Potency, µM (titrated, usually from 115 µM), without a hit: at the top dose activity, negative = inhibition, usual class: inhibitors; actives 1% (n = 390,000); also: potency is read from the fitted curve at half-maximal effect
#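 Fluorescent replication assay read twice, at 0 min and 10 min after adding 50 nM (final) substrate. Enzyme (10 nM) and compounds were first incubated 15 min at room temperature; enzyme-free buffer wells were negative controls.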
# BLM inh = Bloom syndrome helicase (human) inhibition. P54132. Potency, µM (series often up to 56.1 µM), for inactives: top-dose activity change, negative = inhibition, most hits filed as inhibitors. actives 0.2% (n = 350,000). recombinant BLM DNA unwinding, fluorescence dequenching. AID 2528;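 also: potency is read from the fitted curve at half-maximal effect; plate controls were vehicle for no effect and no enzyme for full effect; nearly all actives have a fitted effect of over 35% in size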
# Pol eta inh = DNA polymerase eta (human) inhibition. actives 1.2% (n = 390,000). Potency, µM (titrated, usually from 114 µM), without a hit: top-dose activity change, negative = inhibition, most hits filed as inhibitors. recombinant Pol eta, fluorescent DNA replication assay. Q9Y253; also: potency is read from the fitted curve at half-maximal effect; % is scaled to controls: 0 for no effect and ±100 for the full control effect
# Target sequence (Q9Y253 whole entry, looked up): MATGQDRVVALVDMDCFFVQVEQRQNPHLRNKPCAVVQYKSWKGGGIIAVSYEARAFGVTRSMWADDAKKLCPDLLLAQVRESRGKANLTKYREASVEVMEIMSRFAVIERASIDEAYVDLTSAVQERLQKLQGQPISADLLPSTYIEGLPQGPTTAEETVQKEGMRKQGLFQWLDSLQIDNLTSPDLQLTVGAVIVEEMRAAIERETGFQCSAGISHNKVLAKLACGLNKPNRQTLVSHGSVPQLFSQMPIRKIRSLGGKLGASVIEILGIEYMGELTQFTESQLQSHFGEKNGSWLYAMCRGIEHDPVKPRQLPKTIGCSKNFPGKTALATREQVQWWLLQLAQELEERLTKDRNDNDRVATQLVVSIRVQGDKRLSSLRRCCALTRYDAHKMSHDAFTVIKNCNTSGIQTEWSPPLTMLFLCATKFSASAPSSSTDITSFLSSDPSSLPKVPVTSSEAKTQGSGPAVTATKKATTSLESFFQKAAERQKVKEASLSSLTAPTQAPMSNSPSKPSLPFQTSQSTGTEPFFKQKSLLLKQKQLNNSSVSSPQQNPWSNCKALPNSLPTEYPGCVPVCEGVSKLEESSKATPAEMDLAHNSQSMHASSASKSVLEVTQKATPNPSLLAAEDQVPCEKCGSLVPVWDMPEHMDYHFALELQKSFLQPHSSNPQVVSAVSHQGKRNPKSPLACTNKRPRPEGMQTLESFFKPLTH
#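 Pol eta at 10 nM preincubated with compounds 15 min at room temperature; reaction started with fluorescent substrate (50 nM final) and read kinetically at 0 and 10 min.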
# Anesthetic bind = binds horse apoferritin like a general anesthetic. P02791. apoferritin/1-aminoanthracene competitive binding, fluorescence. Potency, µM (top dose mostly 77.5 µM), for inactives: at the highest dose activity change, negative = displacement, hits mostly inhibitors. actives 0.074% (n = 350,000); also: potency is read from the fitted curve at half-maximal effect; % is scaled to controls: 0 for no effect and ±100 for the full control effect; nearly all actives have a fitted effect of over 20% in size
#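 In PBS, apoferritin at 10 uM is loaded with 1-AMA from a 50% saturated solution. After 10 min of compound exposure at ambient temperature, reduced 535 nm fluorescence indicates probe displacement.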
# Pol beta inh = inhibitors of human DNA polymerase beta; P06746; Pol beta primer extension/strand displacement, fluorescence kinetic; Potency, µM (doses to about 114 µM), for inactives: top-dose activity change, negative = inhibition, hits mostly inhibitors; actives 1.3% (n = 340,000); AID 485314; also: potency is read from the fitted curve at half-maximal effect; % is scaled to controls: 0 for no effect and ±100 for the full control effect
#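 Homogeneous kinetic assay of primer extension and strand displacement by 10 nM Pol beta, preincubated 15 min at room temperature with compound before 50 nM substrate (final) was added. Read at 0 and 10 min; four-parameter Hill fit.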
# LDHA block = LDHA (human) enzyme inhibition | activity change, % (values are at about 110 or 230 µM) | AID 1347041 | actives 0.15% (n = 480,000) | purified LDHA, NADH/diaphorase-resazurin fluorescence; stronger effect = lower value | P00338; in the data active = activity change below about -30%; inconclusive = mostly about -25% to -30%;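 also: plate controls were DMSO wells for no effect and wells without enzyme for full effect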
#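 Enzyme activity of human lactate dehydrogenase 5 (2 nM; 0.06 mM NADH, 0.2 mM pyruvate, 5 min, RT) is measured via a resazurin/diaphorase fluorescence readout of residual NADH.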
# APE1 inh = APE1 (human) endonuclease inhibition; P27695; recombinant APE1, TAMRA/BHQ-2 abasic DNA cleavage fluorescence; Potency, µM (top dose mostly 65.8 µM), without a hit: at the highest dose activity change, negative = inhibition, actives largely listed as inhibitors; actives 0.35% (n = 350,000); AID 2517;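 also: potency is read from the fitted curve at half-maximal effect; plate controls were vehicle for no effect and reference inhibitor for full effect; nearly all actives have a fitted effect of over 55% in size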
# Target sequence (P27695 whole entry, looked up): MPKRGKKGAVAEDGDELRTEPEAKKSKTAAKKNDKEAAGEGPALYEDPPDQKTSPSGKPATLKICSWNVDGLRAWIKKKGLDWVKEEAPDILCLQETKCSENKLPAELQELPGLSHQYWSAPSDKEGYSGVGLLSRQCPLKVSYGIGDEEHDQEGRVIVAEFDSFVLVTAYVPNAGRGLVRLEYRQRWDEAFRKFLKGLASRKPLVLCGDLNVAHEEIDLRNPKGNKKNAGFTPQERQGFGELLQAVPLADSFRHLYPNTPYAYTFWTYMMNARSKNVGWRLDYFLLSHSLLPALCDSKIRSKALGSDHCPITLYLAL
#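 APE1 at 0.75 nM preincubated 15 min at room temperature with compound. Reaction then started with 50 nM double-stranded THF-abasic substrate labelled with TAMRA/BHQ-2, and 525/598 nm fluorescence read kinetically. Activity taken as third-minus-first read difference, normalized to DMSO and NSC13755 controls.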
# GRP78 ERSR act = inducers of ER stress response in human glioma cells | actives 0.02% (n = 420,000) | AID 602332 | U87-MG GRP78 promoter luciferase reporter, 16 h | Potency, µM, inactives show at the highest dose activation, actives largely listed as activators; also: potency is read from the fitted curve at half-maximal effect; series mostly up to about 76 µM; % of control where 0% means no effect; nearly all actives have a fitted effect of over 35% in size
#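 ERSR induction read as luciferase luminescence (Bright-Glo, 10 min at room temperature) in stably transfected human U87-MG glioma cells exposed to compounds for 16 h, using GRP78 as sensor.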
# The depositor's hits bear a star; ? = inconclusive; . = not tested or not shown; & = joins results of further samples; [ ] = remark or other dose. Unless noted, calls follow the shape of the dose curve; as a rule, active = well fitted curve in the direction sought with a large enough effect; inconclusive = small, poorly fitted or top-dose-only effect, or another doubt; inactive = no such curve, though single readings can be large; an effect the other way counts as inactive or inconclusive. Only part of the results is shown; rates above refer to the full screens.
smiles	Pol kappa inh	POLI inh	BLM inh	Pol eta inh	Anesthetic bind	Pol beta inh	LDHA block	APE1 inh	GRP78 ERSR act
COc1ccc(NC2CCCN(C(=O)CCc3ccncc3)C2)cc1OC (stereo unspecified)	12%	-4%	-1%	-8%	-6%	?	8	55%	-1%
Cc1ccccc1CN1C(=O)C2(OCCCO2)c2ccccc21	-9%	0%	-6%	-20%	-13%	5%	0	-5%	-2%
N#Cc1c(N)sc2c1CCCCCC2	-13%	-8%	-3%	-4%	?	-22%	-4	2%	6%
CCCCn1c(SCC(=O)NC2CC2)nnc1-c1ccncc1	0%	26%	-1%	-7%	-5%	29%	-9	-1%	-6%
C=C(C)COc1ccc(-c2nc(N)ncc2Oc2ccccc2OC)c(O)c1	-12%	13%	-12%	-25%	-2%	-3%	-4	-7%	7%
CCOc1ccc(CC(=O)NCc2ccc3c(c2)cc(C)n3C)cc1	-5%	?	-2%	-17%	?	-19%	0	4%	0%
O=C(Nc1ccccn1)C1(c2ccccc2)CCCC1	-7%	37%[activator]	-3%	-15%	-19%	7%	-7	3%	-2%
O=C(NCc1ccc2c(c1)OCO2)Nc1ccc(Cl)cc1	-1%	-6%	-1%	-14%	3%	24%	-2	20%	8%
COC(=O)/C(=C/Nc1cccc2ccccc12)[N+](=O)[O-]	-6%	33%[activator]	5%	-3%	?	0%	13	6%	0%
O=C(c1ccc(NS(=O)(=O)c2ccc3[nH]c(=O)[nH]c3c2)cc1)N1CCN(c2ccccc2O)CC1	-10%	13%	.	1%	.	.	-1	-10%	-3%
CCOC12NC(=O)CC(=O)N1C(c1ccccc1)=CS2 (stereo unspecified)	-18%	12%	-7%	-9%	-18%	-25%	1	-2%	-3%
CCN(C(=O)CSc1nc2ccccc2n1CC(=O)N(C)C1CCCCC1)c1ccccc1	-12%[60.1 µM]	-16%	0%	-17%	51%[activator]	5%	-4	.	-3%
COc1ccc(N=Nc2cc(-c3ccccc3)ccc2O)cc1	-10%	21%	-9%	-23%	?	?	2	36%	3%
Cc1nn(-c2nccs2)c2c1C(=O)CC(C)(C)C2Br (stereo unspecified)	-3%	-16%	.	-8%	.	.	10	.	-5%
CCOC(=O)c1ccc(N(CCC2CO2)S(=O)(=O)c2ccc(C)cc2)cc1 (stereo unspecified)	-11%	-18%	.	?	.	.	4	.	0%
C=CCn1c(SCC(=O)c2[nH]c(C)c(C(=O)OCC)c2C)nc2scc(-c3ccc(OC)c(OC)c3)c2c1=O	-12%	5%	-14%	-7%	-1%	-22%	-6	1%	0%
COc1cc(/C=N/NC(=O)c2cccnc2)ccc1OCC(=O)Nc1ccccc1Cl	2%	26%	-1%	-14%	-4%	-2%	-4	2%	6%
O=C(CSc1ncnc2c1nnn2Cc1ccccc1)NC1CCCCC1	-6%	34%[activator]	-5%	-23%	-10%	18%	-1	16%	-4%
COc1cccc(N2CC(NC(=O)c3ccc(S(=O)(=O)N4CCCCC4)cc3)CC2=O)c1 (stereo unspecified)	-1%[60.1 µM]	0%	-1%	-10%	-9%	-15%	8	.	-3%
COCCn1c(SCC(=O)c2c[nH]c3ccccc23)nc2cc(C(=O)NC(C)C)ccc2c1=O	10%	2%	-7%	-5%	-14%	20%	-4	.	-1%
C/C(=N\NS(=O)(=O)c1ccc(Br)cc1)c1ccc2c(c1)OCO2	-25%	-8%	-9%	-16%	-12%	28%	2	-6%	-1%
COc1cc(OC)c(C(=O)OC(C)C(=O)Nc2cccc(C(F)(F)F)c2)cc1OC (stereo unspecified)	0%	-5%	-6%	?	-5%	12%	2	-3%	-4%
O=C(O)c1cccc(NC(=O)c2ccc3c(c2)C(=O)N(Cc2ccco2)C3=O)c1	?	50µM*	-3%	18µM*	-5%	?	-4	7%	1%
CC1CCN(C(=O)c2ccc(N(C)S(C)(=O)=O)cc2)CC1	0%	-6%	-2%	-7%	0%	?	-6&0	2%	-4%
COc1ccc(S(=O)(=O)n2nc(OC(=O)c3ccco3)cc2N)cc1	-18%	-2%	-3%	-8%	?	0%	-6	-1%	-6%
COc1ccccc1/C=N/NC(=O)c1ccc(NC(=O)c2cccc([N+](=O)[O-])c2)cc1	.	.	0%	.	-6%	3%	.	10%	.
Cc1ccc(C)c(CN2C(=O)C(=O)c3ccccc32)c1	-3%[60.1 µM]	23%	-6%	-8%	-12%	1%	0	.	-1%
CCOC(=O)CSc1nnc(-c2ccoc2C)n1-c1ccc(OCC)cc1	-5%	2%	-11%	-9%	-17%	2%	-18	2%	-1%
COc1ccc(CC(NC(C)=O)C(=O)NC2CCN(S(=O)(=O)c3ccc(NC(C)=O)cc3)CC2)cc1 (stereo unspecified)	-9%	4%	-3%	-3%	9%	25%	-4	-3%	-1%
CCN(CC)c1ccc(NC(=O)c2ccccc2)cc1S(=O)(=O)Nc1ccccc1OC	-14%	7%	-4%	-7%	-13%	-7%	-1	-1%	-5%
CCOn1c(=O)c(-c2ccccc2)[n+]([O-])c2ccccc21	8%	51%[activator]	-4%	-14%	12%	0%	1	32%[activator]	-5%
CCOC(=O)c1c(C)n(C)c2ccc(O)c(CN(C)C)c12	-18%	-13%	-9%	-15%	-13%	-2%	24	-6%	-4%
Cc1ccc(C)n1-c1ccc(C(=O)NCc2cccnc2)cc1	.	.	-6%	.	-9%	-3%	.	0%	.
CCOC(=O)C1CCN(C(c2ccccc2OC)c2c(O)cc(C)n(CCOC)c2=O)CC1 (stereo unspecified)	-5%[60.1 µM]	15%	1%	9%	6%	-2%	-5	.	-1%
O=C(NCc1cccc(F)c1)C1CCN(c2nn3cc(-c4ccc(F)cc4)nc3s2)CC1	-5%	12%	1%	-12%	5%	12%	-16	.	3%
COc1ccc2oc(C(=O)OCC(=O)N(C)Cc3ccccc3)c(C)c2c1	-10%	10%	.	0%	.	.	-8	2%	-3%
COC(=O)c1ccc(C(=O)OC)c(NC(=O)CN(c2ccccc2)S(=O)(=O)N(C)C)c1	-18%&-18%	37%&-20%[activator]	-5%&-7%	-7%&-12%	?	1%&-1%	-6&-1	4%	-3%&-2%
COc1cccc(NS(=O)(=O)c2ccc3[nH]c4c(c3c2)CCCCCC4)c1	-2%	-3%	-10%	-20%	?	3%	3	.	2%
COc1ccc(CNC(=O)c2cc3c(-c4ccc(Cl)cc4)nn(C)c3s2)cc1	3%	17%	-4%	-6%	4%	20%	-8	.	0%
Cc1cccc(-c2nnc(NC(=O)c3ccco3)s2)c1	-3%	20%	-3%	-11%	-7%	33%	0	-12%	-3%
CCOc1ccccc1Nc1sc(C(=O)c2ccccc2)c(N)c1S(=O)(=O)c1ccc(C)cc1	0%[60.1 µM]	32%[activator]	-5%	-15%	8%	9%	-5	.	0%
COc1c(S(=O)(=O)Nc2cccnc2)ccc(Cl)c1Cl	-8%	173%[activator]	-1%	-11%	-6%	-21%	-5	3%	-6%
O=C(/C=C/c1cccc(O)c1)c1ccc(N2CCOCC2)cc1	-12%	-30%	-7%	-17%	-7%	-5%	-9	3%	0%
CCCCCCC#CC1C=CC(Oc2ccc(C=O)cc2)C(CO)O1 (stereo unspecified)	.	.	0%[12.4 µM]	.	-2%[15.3 µM]	.	.	?	-4%
CCc1nc(SCC(=O)OC(C)C)c2ccccc2n1	-2%	102%[activator]	-3%	-6%	-22%	-30%	-9	-5%	-2%
N#Cc1cc(Oc2ccccc2)c(-n2nnc3ccccc32)cc1C#N	-17%	10%	3%	8%	2%	?	-3	5%	-9%
CCN1C(=O)[C@@H]2Cc3c([nH]c4ccccc34)C(c3cc(OC)c(OC)c(OC)c3)N2C1=S (stereo partly specified)	-10%	18%	-8%	-16%	-9%	3%	-3	-6%	-4%
Cc1ccc(CNC(=O)C(=O)NCCC2CCCCN2S(=O)(=O)c2ccc(C)cc2)cc1 (stereo unspecified)	-10%	2%	.	-16%	.	.	1	8%	-5%
CCCCCc1ccc(OCCCC[n+]2cccc(C)c2)c(CCCCC)c1	-6%	?	?	-14%	-16%	?	1	3%	-13%
Cc1cc(C(=O)Nc2ncc(C)s2)c2ccccc2n1	2%	90%[activator]	-5%	-16%	-5%	-1%	-1	-2%	-6%
CCCn1nc(NC(=O)c2ccco2)c2cc3ccccc3nc21	-11%	-12%	-5%	10%	72%[activator]	0%	1	-1%	0%
O=C(NCCCc1ccccc1)C1CC(=O)N(c2ccc3c(c2)OCCO3)C1 (stereo unspecified)	-5%	13%	1%	1%	-10%	-11%	-2	6%	-2%
CCC(C)NC(=O)CS(=O)Cc1nc(-c2cccc(C)c2)oc1C (stereo unspecified)	-12%	23%	3%	0%	-21%	-2%	-3	8%	-1%
CCN(c1ccccc1)c1cc(C)nc2nc(C)nn12	-6%	-4%	3%	4%	6%	-8%	-9	1%	-5%
